TRHR PAM – allosterically enhances the human TRH receptor; 360,000 compounds, 0.66% hits; TRHR cells, fluo-8 calcium fluorescence, EC20 TRH enhancement; AID 493056; P34981; enhancement, % at 2 µM; in the data active means enhancement above about 30%; further: 0% is about no effect
Target sequence (P34981 whole entry, looked up): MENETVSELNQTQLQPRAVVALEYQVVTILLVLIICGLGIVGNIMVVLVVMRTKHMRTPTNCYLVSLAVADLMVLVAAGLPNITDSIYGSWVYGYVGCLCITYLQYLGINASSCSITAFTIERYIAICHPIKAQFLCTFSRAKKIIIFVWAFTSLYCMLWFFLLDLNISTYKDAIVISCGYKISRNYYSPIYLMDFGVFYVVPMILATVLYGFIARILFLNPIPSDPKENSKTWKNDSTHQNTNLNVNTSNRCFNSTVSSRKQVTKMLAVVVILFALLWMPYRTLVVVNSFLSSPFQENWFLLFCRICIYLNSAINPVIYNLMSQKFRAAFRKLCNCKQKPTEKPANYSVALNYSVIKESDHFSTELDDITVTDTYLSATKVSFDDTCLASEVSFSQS
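Enhancer read-out: after compound pinning and an initial kinetic agonist-mode read, an EC20 of TRH (10 nM final) was injected and fluo-8 calcium signal (Ex 480/Em 530) followed at 1 s/cycle for 100 cycles in TRHR-expressing cells.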
TRHR ag – TRH receptor (human) agonism; AID 493084; P34981; TRHR cells, calcium flux fluo-8, FDSS agonist mode; 360,000 compounds, 0.18% hits; activation, % at 2 µM; in the data active means activation above about 30%; further: 0% is about no effect
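Fluo-8-loaded TRHR cells; 10 s baseline, compound added, kinetic Ca2+ fluorescence read 1/s, agonist mode.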
TrxR1 substrate – rat thioredoxin reductase 1 substrate activity | AID 588456 | purified TrxR1 substrate turnover, NADPH consumption readout | Potency, µM (highest dose often 114 µM), for the others: top-dose activity change, negative = substrate turnover | O89049 | 390,000 compounds, 0.01% hits; further: potency means the concentration at half of the fitted maximal effect; on the % scale 0 is the no-effect control and ±100 the full control effect; nearly all actives have a fitted effect of over 50% in size
Target sequence (O89049 whole entry, looked up): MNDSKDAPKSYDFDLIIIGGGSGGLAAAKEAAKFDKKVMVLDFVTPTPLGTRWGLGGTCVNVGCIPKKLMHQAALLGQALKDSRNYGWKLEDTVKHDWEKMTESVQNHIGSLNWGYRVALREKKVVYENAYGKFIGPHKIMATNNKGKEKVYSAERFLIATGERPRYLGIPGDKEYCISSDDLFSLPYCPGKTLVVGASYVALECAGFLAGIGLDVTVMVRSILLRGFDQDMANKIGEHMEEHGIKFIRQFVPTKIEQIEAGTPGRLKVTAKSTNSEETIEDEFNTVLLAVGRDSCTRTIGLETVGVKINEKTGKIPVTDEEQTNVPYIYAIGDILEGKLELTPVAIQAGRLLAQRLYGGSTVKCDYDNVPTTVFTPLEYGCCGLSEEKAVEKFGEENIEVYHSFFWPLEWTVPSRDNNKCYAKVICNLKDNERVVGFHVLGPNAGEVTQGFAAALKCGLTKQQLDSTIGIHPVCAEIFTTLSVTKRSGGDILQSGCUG
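Rat TrxR1, dispensed at 90 nM, was prereduced with 400 uM NADPH (final) for 5 min at ~22 deg C, then incubated with compound 15 min before 400 uM selenite. A first-read NADPH fluorescence drop versus no-compound background flagged substrates.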
D2 antag – antagonists of human D2 dopamine receptor | P14416 | HEK293 TREx D2 cells, calcium flux, dopamine EC80 | inhibition, % at 10 µM | 340,000 compounds, 2% hits | AID 485344; in the data active means inhibition above about 30%; further: 0% is about no effect
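Cells plated overnight at 30 C with tetracycline; no-wash calcium dye, 30–90 min RT; 10 s baseline; compound pinned; 180 s read; EC80 dopamine added; another 180 s read.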
Pin1 inh – inhibitors of human Pin1 | Q13526 | Pin1 FP peptide displacement, HiFluor488, 10 min | Potency, µM (highest dose often 115 µM), for the others: top-dose activity, negative = inhibition, hits mostly inhibitors | 390,000 compounds, 0.009% hits | AID 504891; active means well fitted inhibition curve with a large enough effect in the polarisation, with a control signal flat, not every such curve was filed as active; inconclusive means small, poorly fitted or top-dose-only effect, or effect the other way, or a change in a side signal; inactive means no such curve, though single readings can be large or run the other way; the % refers to the polarisation; further: potency means the concentration at half of the fitted maximal effect; on the % scale 0 is the no-effect control and ±100 the full control effect
Target sequence (Q13526 whole entry, looked up): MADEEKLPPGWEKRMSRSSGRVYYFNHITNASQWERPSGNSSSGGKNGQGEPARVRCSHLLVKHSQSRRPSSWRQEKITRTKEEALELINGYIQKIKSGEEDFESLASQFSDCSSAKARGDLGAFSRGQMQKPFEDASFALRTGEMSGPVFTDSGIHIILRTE
IDH1 R132H inh – inhibitors of human mutant IDH1 R132H; 390,000 compounds, 0.093% hits; O75874; IDH1-R132H enzyme, NADPH consumption, diaphorase/resazurin fluorescence; Potency, µM (highest dose often 76.6 µM), inactives show at the highest dose activity change, negative = inhibition, hits mostly inhibitors; AID 602179; further: potency means the concentration at half of the fitted maximal effect; on the % scale 0 is the no-effect control and ±100 the full control effect; nearly all actives have a fitted effect of over 65% in size
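IDH1-R132H (0.5 ug/mL) preincubated 30 min with compound, then NADPH (0.016 mM) and alpha-KG (2 mM) added; 80 min at RT, pH 7.5. Remaining NADPH coupled via diaphorase/resazurin to fluorescence (540/590 nm); concentration-response curves normalized to no-enzyme control.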
rTrxR1 inhibitor – inhibitors of rat thioredoxin reductase 1; O89049; recombinant rTrxR1, NADPH fluorescence consumption, selenite substrate; Potency, µM (series often up to 114 µM), for the others: top-dose activity change, negative = inhibition, most hits filed as inhibitors; 390,000 compounds, 1% hits; further: potency means the concentration at half of the fitted maximal effect; on the % scale 0 is the no-effect control and ±100 the full control effect; nearly all actives have a fitted effect of over 65% in size
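Rat TrxR1 (90 nM in the dispensed reagent) was pre-reduced with 400 uM NADPH for 5 min at room temperature, then incubated with compound for 15 min. After 400 uM selenite was added, NADPH fluorescence (Ex 340/Em 450 nm) was followed for 8 min.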
D2 agonist – agonists of human D2 dopamine receptor; P14416; HEK293 T-REx D2 cells, calcium flux agonist mode; activation, % at 2 µM; 340,000 compounds, 0.53% hits; AID 485358;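 active means activation over 3 SD above normal in the single-dose calcium agonist read, cut at about 30% in these data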; further: 0% is about no effect
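Calcium-flux readout, 1 cycle/sec over 180 s following compound pin transfer, in inducible HEK293 Trex D2 cells (force-coupled); dopamine controls included. Positive calcium responses during this window marked compounds as potential agonists.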
USP1 inh – inhibitors of human USP1/UAF1 deubiquitinase | recombinant USP1/UAF1, Ub-Rhodamine cleavage fluorescence | O94782 | Potency, µM (series often up to 57.1 µM), for the others: at the top dose activity change, negative = inhibition, hits mostly inhibitors | 390,000 compounds, 0.23% hits; further: potency means the concentration at half of the fitted maximal effect; on the % scale 0 is the no-effect control and ±100 the full control effect; nearly all actives have a fitted effect of over 60% in size; inactives centre near -12
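USP1/UAF1 complex (1 nM) preincubated 15 min at room temperature with compound, then Ub-Rho substrate (150 nM final) added. Kinetic fluorescence at 480/540 nm over 6 reads at 60 s intervals; 50 mM HEPES pH 7.8, 0.5 mM EDTA, 0.1 mg/ml BSA, 1 mM TCEP, 0.01% Tween-20.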
* hit, by the source's call; ? = inconclusive; nt = no result given; & = joins results of further samples; [ ] = remark or other dose. Unless noted, the call rests on the fitted dose curve; in most records, active means well fitted inhibition curve with a large enough effect; inconclusive means small, poorly fitted or top-dose-only effect; inactive means no such curve, though single readings can be large or run the other way.

Compound	TRHR PAM	TRHR ag	TrxR1 substrate	D2 antag	Pin1 inh	IDH1 R132H inh	rTrxR1 inhibitor	D2 agonist	USP1 inh
CC(C)N(Cc1ccccc1)C(=O)COC(=O)C1CCN(c2ccc(C(F)(F)F)cn2)CC1	-15	1.5	2%	3	8%	1%	-10%	1.0	-16%
CCOc1ccc(/C(C)=N\NC(=O)Cc2ccccc2)cc1	6	-1.3	2%	-8	-2%	6%	24%	-0.8	-16%
Nc1ccc(N2CCCCC2)c2nonc12	-7	-1.5	50µM*	2	nt	23%	?	0.3	4.5µM*
CCOC(=O)CNC(=O)c1ccc2c(c1)OCCO2	-1	2.0	10%[57.1 µM]	-3	-1%	3%	12%[57.1 µM]	0.1	4%
O=C(COC(=O)c1ccc(Br)o1)Nc1nc2c(F)c(F)c(F)cc2s1	2	0.4	0%	4	32%[activator]	7%	7%	0.6	-11%
COc1c(Cl)cnn(-c2ccc(Cl)c(Cl)c2)c1=O	4	-0.2	1%[57.1 µM]	7	0%	2%	1%[57.1 µM]	-0.2	-15%
Cc1ccc(C(=O)Nc2nc(-c3ccc(F)cc3)cs2)o1	11	-0.4	4%	21	0%	7%	15%	-0.1	-14%
Cc1ccc(CNC(=O)COC(=O)COc2ccc(C#N)cc2)cc1	4	-0.6	-4%	5	-3%	-5%	17%	0.0	-8%
CCCOc1cccc(-c2cc(C(=O)N/N=C/c3cccnc3)c3ccccc3n2)c1	3	0.1	8%	17	5%	2%	32%	0.8	-12%
COc1ccc(-c2nnc3sc(COc4ccccc4)nn23)cc1	-12	-1.3	-5%	21	?	-1%	-8%	0.2	-9%

More entries follow:
Compound	TRHR PAM	TRHR ag	TrxR1 substrate	D2 antag	Pin1 inh	IDH1 R132H inh	rTrxR1 inhibitor	D2 agonist	USP1 inh
O=C(/C=C/Nc1ccc(OC(F)(F)F)cc1)C(F)(F)F	nt	nt	-4%	nt	-6%	-3%	0%	nt	-7%
Cc1cc(=O)[nH]c(SCC(=O)NC2CCCCC2)n1	8	-1.5	0%	-10	-2%	-10%	8%	-0.9	-12%
CS(=O)(=O)/C(C#N)=C/c1c(-c2ccccc2)nc2n1CCS2	12	-0.7	4%	3	?	9%	15%	-0.4	49%[activator]
CCCCn1c(NCc2cccs2)nc2ccccc21	0	-0.3	1%	-14	-3%	1%	25%	-1.5	-17%
Cc1cccc(CSCCNC(=O)c2ccc(CN3CCOCC3)cc2)c1	-1	0.5	-2%	-8	1%	8%	-14%	1.1	-15%
CC(C)(C)NS(=O)(=O)c1ccc2[nH]c3c(c2c1)CCCCC3	3	0.0	6%[57.1 µM]	3	6%	-5%	9%[57.1 µM]	-0.1	-13%
Cc1ccc2nc(N3CC(=O)Nc4ccccc43)nc(-c3ccccc3)c2c1	-3	0.4	4%	10	?	-15%	15%	0.7	-21%
NC(=O)N1c2ccccc2C=Cc2ccccc21	2&0	0.1&0.0	2%[57.1 µM]	-19&-8	0%&-9%	5%&25%	-4%[57.1 µM]	6.1&0.6	?
COc1ccc(OC)c(NC(=O)C(=O)c2cn(CC(=O)N3CCCC3)c3ccccc23)c1	0	-0.2	-18%	nt	5%	-1%	-17%	nt	-5%
COc1ccc(Cl)cc1NC(=S)NCCSc1ccc(C)cc1	-4	0.2	2%	9	?	-9%	-11%	-0.3	-10%

Remaining list, next part:
Compound	TRHR PAM	TRHR ag	TrxR1 substrate	D2 antag	Pin1 inh	IDH1 R132H inh	rTrxR1 inhibitor	D2 agonist	USP1 inh
O=C(c1cc(Cl)cc(Cl)c1)N1CCC(=O)N(C(COCc2ccccc2)Cc2ccccc2)CC1 (centres undefined)	-4	0.2	-6%[57.1 µM]	12	27%	23%	37%	-1.1	-30%
COc1ccc2nc(C)cc(SCC(=O)Nc3c(C)cc(C)cc3C)c2c1	nt	nt	5%	nt	3%	-1%	25%	nt	2%
COc1ccc(NC(=O)C2CCCC2)cc1	-4	0.1	6%	-13	-2%	-10%	37%[activator]	1.2	-12%
CCC1CN(C(=O)N2CCC(C(=O)NCCc3ccc(OC)cc3OC)CC2)c2cc(C)ccc2O1 (centres undefined)	4	-0.1	-9%	nt	-6%	8%	29%[11.4 µM]	1.5	-19%
O=C(Oc1ccc(Br)cc1C(=S)N1CCCC1)c1ccccc1F	-9	-0.1	-9%	-1	16%	4%	-31%	1.2	-25%
CC(=O)Oc1ccc2occ(-c3ccccc3)c2c1	-4	-0.4	-11%	-15	3%	-4%	-7%	0.4	-1%
Cc1oc2c(CN3CCCC3)c(O)ccc2c(=O)c1-c1ccc(Cl)cc1	6	-0.2	193%[activator]	6	-2%	-2%	?	-1.1	-5%
C=CCn1c(CSCc2ccc(F)cc2)n[nH]c1=S	-7	0.0	1%	-7	-5%	-1%	-3%	0.7	-21%
Cc1ccsc1C(=O)OCC(=O)NCCNC(=O)COC(=O)c1sccc1C	-6	-0.3	3%	-23	-1%	7%	10%	-0.1	-13%
CCN(CC(=O)NCc1cccs1)C(=O)c1ccc(-c2cccc(C(F)(F)F)c2)o1	1	0.1	-4%[57.1 µM]	6	1%	4%	-14%[57.1 µM]	1.3	-7%

The list continues.
Compound	TRHR PAM	TRHR ag	TrxR1 substrate	D2 antag	Pin1 inh	IDH1 R132H inh	rTrxR1 inhibitor	D2 agonist	USP1 inh
CC1CCCCN1S(=O)(=O)c1ccc(C(=O)Nc2nnc(-c3ccccn3)o2)cc1 (centres undefined)	1	-0.2	-12%	0	-6%	-8%	-2%	-0.5	-13%
CCN1CCc2nc(N)sc2C1	-2	0.4	7%[57.1 µM]	35*	-9%	1%	10%[57.1 µM]	68*	-19%
O=C(Cc1c[nH]c2ccccc12)NCC(=O)Nc1ccc(F)c(F)c1F	-3	-0.2	0%	3	-16%	3%	16%	0.0	-6%
CC1CN(C(=O)CSc2nnc(-c3ccncc3)n2-c2ccccc2)CC(C)O1 (centres undefined)	9	0.0	17%	0	1%	-8%	18%	-2.0	?
COc1ccc(OCC(=O)Nc2ccc3c(c2)nc(CN2CCN(C(C)=O)CC2)n3C)cc1	-2	0.0	6%[57.1 µM]	11	5%	-1%	-2%[57.1 µM]	0.3	-11%
Cc1ccc(-n2c(C)cc(/C=C(\C#N)C(=O)Nc3ccc(C)c(C)c3)c2C)cc1	-4	-3.1	18%	nt	3%	3%	13%	-1.8	9%
CCC(C)NS(=O)(=O)c1ccc(OCC(=O)N2CCC(C)CC2)cc1 (centres undefined)	-6	0.3	5%	9	-2%	-6%	7%	-0.1	0%
COc1ccc(CNC(=O)C2CCN(S(=O)(=O)c3cccc4nsnc34)CC2)cc1	1	-1.0	-4%	-6	-5%	12%	16%	-0.9	-23%
CC(NC(=O)CSc1nnc2n1CCCCC2)c1ccccc1Cl (centres undefined)	0	0.0	3%	-1	-2%	1%	9%	-0.2	-1%
O=C(Cc1cc(=O)[nH][nH]1)N/N=C/c1c(Cl)cccc1Cl	-1&-11	0.1&0.4	-7%&-5%	-9&5	?	6%&-8%	45µM*	0.3&0.1	-5%&-12%

Later entries
Compound	TRHR PAM	TRHR ag	TrxR1 substrate	D2 antag	Pin1 inh	IDH1 R132H inh	rTrxR1 inhibitor	D2 agonist	USP1 inh
Cn1c(=NC(=O)C(C)(C)C)sc2cccc(F)c21	-2	0.1	-5%	-5	0%	2%	28%	-1.1	-3%
Cc1ccc(S(=O)(=O)N(C)/N=C/c2ccc(C(=O)O)cc2)cc1	-6	0.2	-1%	30*	-7%	11%	9%	-0.4	-17%
Nc1nonc1-n1nnc(C(=O)N/N=C\c2ccncc2)c1CN1CCCCC1	-6	0.0	-7%	20	1%	-18%	1%	1.9	-19%
C#CC[N+]1(CC#Cc2ccccc2)CCCCC1	3	0.2	-10%[57.1 µM]	0	-7%	2%	28%[57.1 µM]	-0.3	-12%
O=C(CSc1nncn1-c1ccccc1)NC1CCCc2ccccc21 (centres undefined)	-1	-0.3	-7%[57.1 µM]	-2	-3%	3%	20%[57.1 µM]	0.3	-7%
CCN1CCSc2ccc(C(=O)NC(C)c3ccccc3)cc21 (centres undefined)	2	-1.4	148%[activator]	nt	0%	30%	66%[activator]	-1.0	-16%
Cc1cc(C(=O)CSc2nc(N)cc(=O)[nH]2)c(C)n1CCc1ccc(Cl)cc1	-2	0.6	-3%	-15	13%	0%	9%	1.1	-24%
CCOC(=O)CCCCNC(=O)Nc1ccccc1	-3	-0.1	-3%	5	0%	-12%	2%	-3.4	-23%
O=C(O)c1cc(S(=O)(=O)Nc2cccc3ccccc23)c(Cl)cc1Cl	1	-0.2	7%[0.0914 µM]	1	-2%	-3%	19%[57.1 µM]	-1.4	-26%
Cc1cc(=O)[nH]c(SCC(=O)Nc2cccc3ccccc23)c1C#N	-3	0.1	4%	-7	-14%	10%	18%	0.6	-11%

Additional results follow:
Compound	TRHR PAM	TRHR ag	TrxR1 substrate	D2 antag	Pin1 inh	IDH1 R132H inh	rTrxR1 inhibitor	D2 agonist	USP1 inh
O=C(CN(C(=O)c1ccccc1Cl)N1C(=O)CCCC1=O)c1ccc(Cl)cc1	-3	0.3	1%	5	-3%	0%	15%	1.0	-20%
CCOC(=O)c1ccccc1NC(=O)Cn1c(=O)n(Cc2ccccc2)c(=O)c2c(C)c(C)sc21	-15&-5	-0.4&0.3	-4%	nt	0%&0%	2%	20%	-0.3	?
FC(F)(F)c1cccc(CNC2CCN(Cc3ccccc3)CC2)c1	-6	1.6	-10%	-4	0%	3%	-11%	0.6	-5%
CCc1ccc(NC(=S)N(CCC(C)C)C2CCN(C(C)=O)CC2)cc1	-5	0.7	4%	-24	-6%	-4%	11%	0.3	-22%
Cc1ccccc1-c1noc(-c2cc(-c3ccc(F)cc3)n[nH]2)n1	6	1.2	4%[57.1 µM]	nt	25%	15%	29%[57.1 µM]	nt	7%
CC(C)(C)NC(=O)COc1ccc(CNc2ccc3[nH]c(=O)[nH]c3c2)cc1	-5	-0.1	35%[activator]	-3	1%	18%	-7%	0.2	-18%

A portion of the library; count on the stated rates, not on these rows.
